PHOSPHO1 inh: inhibitors of human PHOSPHO1 phosphatase; Q8TCT1; recombinant PHOSPHO1, absorbance phosphatase assay; inhibition, % at 13.3 µM; actives 1.1% (n = 290,000); in the data active = inhibition above about 60%
Target sequence (Q8TCT1 whole entry, looked up): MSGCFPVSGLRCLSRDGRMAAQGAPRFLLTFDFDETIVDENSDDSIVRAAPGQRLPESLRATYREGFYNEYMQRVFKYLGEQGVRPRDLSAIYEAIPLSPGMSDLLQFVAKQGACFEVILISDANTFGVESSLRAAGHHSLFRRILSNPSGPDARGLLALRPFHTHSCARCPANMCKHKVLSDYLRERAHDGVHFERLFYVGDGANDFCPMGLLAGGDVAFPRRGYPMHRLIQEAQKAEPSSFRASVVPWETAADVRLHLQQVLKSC
MEKK3 PB1 HTS: modulators (inhibitors or enhancers) of MEK5 binding to human MEKK3 PB1 domain | binding response (% of control), % at 10 µM | actives 1.4% (n = 290,000) | bead-based flow cytometry, Alexa488-MEK5 binding to MEKK3; actives lie on both sides; 0 = blocked by unlabeled MEK5, 100 = vehicle | Q99759;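 active = binding response more than 3 SD above or below the average of its plate-row segment, actives on both sides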;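 also: Alexa488 bead fluorescence after subtracting the streptavidin-only scavenger bead signal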
OXTR agonist: activates the human oxytocin receptor; activation, % at 3 µM; AID 2435; P30559; CHO-OTR cells, Fluo-8 calcium fluorescence; normalized: DMSO 0%, oxytocin 100%; actives 0.32% (n = 320,000);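 active = activation above the mean of all tested compounds plus 3 SD, cutoff set per screening run, cut at about 20% in these data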;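 also: peak over basal fluorescence ratio from a 100 s FLIPR kinetic read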
Target sequence (P30559 whole entry, looked up): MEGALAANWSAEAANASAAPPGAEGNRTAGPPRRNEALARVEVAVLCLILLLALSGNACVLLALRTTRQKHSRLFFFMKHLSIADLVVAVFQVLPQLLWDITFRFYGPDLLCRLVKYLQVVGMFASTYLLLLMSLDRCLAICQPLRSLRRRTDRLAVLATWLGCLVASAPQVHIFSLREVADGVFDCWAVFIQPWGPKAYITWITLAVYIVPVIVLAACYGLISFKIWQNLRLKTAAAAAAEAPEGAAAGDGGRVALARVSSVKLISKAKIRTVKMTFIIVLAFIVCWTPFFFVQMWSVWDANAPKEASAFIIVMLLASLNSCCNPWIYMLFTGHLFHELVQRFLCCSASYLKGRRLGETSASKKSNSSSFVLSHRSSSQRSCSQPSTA
NALP1 inh: blocks the NALP1 inflammasome reconstituted in yeast. S. cerevisiae NALP1/ASC/caspase-1 growth, X-gal OD620, 72 h. actives 0.61% (n = 280,000). AID 2071. inhibition, % at 10 µM; in the data active = inhibition mostly above about 24%, no sharp cut-off; inactive = mostly below about 32%; also: some compounds called inactive have numbers as strong as hits
PfM18AAP inh: PfM18AAP enzyme inhibition; recombinant PfM18AAP, H-Glu-NHMec fluorogenic cleavage; inhibition, % at 7.35 µM; actives 1.2% (n = 290,000); AID 1822;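 active = inhibition above the campaign mean inhibition over all tested compounds plus 3 SD, cut at about 28% in these data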;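 also: 0% = plate median of test compound wells and 100% = 2 mM ZnCl2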
MEKK2 WT-MEK5: raises or lowers MEK5 binding to wildtype human MEKK2 PB1 domain. AID 1531. binding response (% of control), % at 10 µM. Q9Y2U5. actives 1.1% (n = 290,000). bead flow cytometry, Alexa488-MEK5 binding to MEKK2 WT; actives lie on both sides; in the data active = binding response below about 67% or above about 130%
FID counter: counter-screen for HCV NS3 helicase inhibitors: DNA intercalator displacement. DNA fluorescent intercalator displacement, fluorescence. inhibition, % at 7.9 µM. actives 0.17% (n = 290,000). AID 1845; in the data active = inhibition above about 37%;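 also: 0% = vehicle and 100% = reference compound; higher means more ethidium bromide displaced from hairpin DNA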
MEKK2 mut-MEK5: signal of MEK5 binding to mutant human MEKK2 PB1 domain. bead flow cytometry, Alexa488-MEK5 binding to MEKK2 mutant. actives 0.35% (n = 290,000). percent response, % at 10 µM; in the data active = percent response above about 24%, passing the limit was not always enough; also: inactives centre near 1; some results filed as inactive read as strong as hits; reference of the scale not given here
GPR7 antagonist: antagonists of human GPR7 (neuropeptides B/W receptor 1); P48145; GPR7-expressing cells, fluorescence antagonist assay; inhibition, % at 4.4 µM; actives 1.1% (n = 290,000); in the data active = inhibition above about 16%, passing the limit was not always enough;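 also: cells stimulated with the agonist NPW; 0% = agonist with vehicle and 100% = vehicle without agonist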
Target sequence (P48145 whole entry, looked up): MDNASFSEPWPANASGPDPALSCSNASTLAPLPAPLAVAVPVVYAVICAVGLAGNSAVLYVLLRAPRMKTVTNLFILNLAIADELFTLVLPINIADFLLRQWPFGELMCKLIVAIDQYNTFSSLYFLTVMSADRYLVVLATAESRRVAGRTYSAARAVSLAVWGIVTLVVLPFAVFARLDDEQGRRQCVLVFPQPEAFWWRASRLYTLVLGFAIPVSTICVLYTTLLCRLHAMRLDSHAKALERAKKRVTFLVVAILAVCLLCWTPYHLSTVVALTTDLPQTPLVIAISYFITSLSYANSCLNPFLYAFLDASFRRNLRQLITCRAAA
Numbers without * were called inactive; · = no result given.

(1) CS(=O)(=O)Cc1cc(Sc2ccccc2)nc(-c2ccncc2)n1
(2) N#CCC1c2ccccc2CCN1C(=O)Nc1cccc(Cl)c1 (stereo unspecified)
(3) COC(=O)CSc1cc(C)nc(SC)n1
(4) Cc1cc(N2CCCC2)nc2ccc(NC(=S)NCCCN3CCC(C)CC3)cc12
(5) CCCSc1nnc(NC(=O)Nc2ccccc2OC)s1
(6) O=C(Cn1nc(-c2ccc(Cl)cc2)ccc1=O)N1CCN(c2ccccc2)CC1
(7) CCN(CC(=O)NC1CCS(=O)(=O)C1)c1nc(-c2cccnc2)nc2ccccc12 (stereo unspecified)
(8) O=C(Nc1ccc2c(c1)CCC2)c1ccc(Br)s1

assay / compound	1	2	3	4	5	6	7	8
PHOSPHO1 inh	32	-4	2	-33	28	-5	34	6
MEKK3 PB1 HTS	101	99	99	127	110	·	98	86
OXTR agonist	0.3	1.6	0.1	0.0	-0.8	2.8	0.6	-0.7
NALP1 inh	2	33	0	1	14	-1	1	-8
PfM18AAP inh	-6	-4	7	-6	-10	8	2	3
MEKK2 WT-MEK5	99	98	93	112	100	·	100	100
FID counter	-19	-2	-4	47*	-1	-38	-12	1
MEKK2 mut-MEK5	-2	-3	-5	-1	6	·	6	0
GPR7 antagonist	-14	-1	-1	-10	2	-6	-4	-10

The last 4 entries of the section above open the next one.
(5) CCCSc1nnc(NC(=O)Nc2ccccc2OC)s1
(6) O=C(Cn1nc(-c2ccc(Cl)cc2)ccc1=O)N1CCN(c2ccccc2)CC1
(7) CCN(CC(=O)NC1CCS(=O)(=O)C1)c1nc(-c2cccnc2)nc2ccccc12 (stereo unspecified)
(8) O=C(Nc1ccc2c(c1)CCC2)c1ccc(Br)s1
(9) COc1ccc(O)c(CN2CCN(C/C=C/c3ccccc3)CC2)c1
(10) CC1CC1C(=O)Nc1ccc(-c2ccccc2)cc1 (stereo unspecified)
(11) O=C(c1ccc2c(c1)OCO2)C1CCCN(C(=O)c2cnn(Cc3ccccc3)c2)C1 (stereo unspecified)
(12) CCc1ccc(NC(=O)N[C@H](C(=O)O)C(C)CC)cc1 (stereo partly specified)
(13) Cc1ccc(CNC(=O)C23CN(Cc4ccccc4)CC2C(c2ccc([N+](=O)[O-])cc2)=NO3)o1 (stereo unspecified)
(14) CCOC(=O)C1C(=O)C=C(C)C(C(=O)OCC)C1c1ccc(OC)cc1 (stereo unspecified)
(15) c1ccc(-c2cn3c4c(sc3n2)CCCC4)cc1
(16) CC(=O)c1ccc(NC(=O)CSc2ccc3nnc(-c4ccccn4)n3n2)cc1

assay / compound	5	6	7	8	9	10	11	12	13	14	15	16
PHOSPHO1 inh	28	-5	34	6	-16	19	35	6	35	-7	6	48
MEKK3 PB1 HTS	110	·	98	86	97	110	105	103	110	98	104	104
OXTR agonist	-0.8	2.8	0.6	-0.7	0.9	-1.6	-1.4	0.3	0.6	-1.2	-1.9	0.3
NALP1 inh	14	-1	1	-8	27	47	-3	2	-36	7	·	-8
PfM18AAP inh	-10	8	2	3	2	-1	2	-7	5	-3	-2	3
MEKK2 WT-MEK5	100	·	100	100	101	111	105	100	104	102	102	111
FID counter	-1	-38	-12	1	8	-10	-25	-6	-7	-21	-3	-12
MEKK2 mut-MEK5	6	·	6	0	-2	1	3	-2	2	7	1	10
GPR7 antagonist	2	-6	-4	-10	3	-7	-10	-3	1	-2	14	-10

(17) NNC(=O)c1cc(-c2ccccc2)sc1N
(18) COc1ccc(C#Cc2ccc3c(=O)c4ccccc4n(C)c3c2)cc1
(19) COC(=O)c1cccc(-n2nnnc2SCC(=O)Nc2nc3c(s2)CCCC3)c1
(20) CCOC(=O)C1(Cc2cccc(F)c2)CCN(C(=O)COC)CC1
(21) O=C(Nc1ccc2c(c1)CCCN2C(=O)c1ccccc1)c1ccccc1
(22) COCCN1C=C2C(=O)C(C)(OC(=O)c3cccs3)C(=O)C=C2C=C1CCCC(=O)OC (stereo unspecified)
(23) Cc1ccc(C2=Nc3ccccc3N=C(c3ccc([N+](=O)[O-])cc3)C2)c(O)c1
(24) CCOC(=O)N1CCN(S(=O)(=O)c2cn(C)c(=O)n(C)c2=O)CC1

assay / compound	17	18	19	20	21	22	23	24
PHOSPHO1 inh	6	4	27	20	27	35	1	29
MEKK3 PB1 HTS	98	97	105	100	100	106	101	105
OXTR agonist	-0.3	0.3	3.8	1.0	-0.6	0.1	-1.3	0.9
NALP1 inh	19	-1	6	-11	8	·	4	-6
PfM18AAP inh	15	-2	0	2	0	·	1	-4
MEKK2 WT-MEK5	103	79	103	96	101	94	104	111
FID counter	-8	-17	-7	-13	-41	·	5	-6
MEKK2 mut-MEK5	-5	-5	2	-4	4	2	5	11
GPR7 antagonist	-7	-9	2	-5	4	·	12	-15

(25) O=C(Nc1cccc(F)c1)Nc1ccccn1
(26) COC(=O)CSc1c(-c2ccccc2)c2cc(Cl)ccc2[nH]c1=O
(27) CCOC(=O)N1CCN(Cc2nc3cc(NC(=O)c4cccs4)ccc3n2CC)CC1
(28) COc1ccc(CCn2c(C)cc(C(=O)COC(=O)c3cnccn3)c2C)cc1
(29) Cc1nc2ncnn2c(C)c1CCC(=O)N1CCc2ccccc21
(30) CCc1ccc(C2CC(c3ccccc3Cl)Nc3nc(N)nn32)cc1 (stereo unspecified)
(31) CC(C)(NO)/C(=N\O)c1ccc(Cl)cc1
(32) CC(C(=O)Nc1cccc(Br)c1)c1ccc([N+](=O)[O-])cc1 (stereo unspecified)

assay / compound	25	26	27	28	29	30	31	32
PHOSPHO1 inh	30	24	28	38	3	34	21	-14
MEKK3 PB1 HTS	102	101	102	101	99	96	103	106
OXTR agonist	-0.1	-0.9	2.5	0.9	0.5	4.9	-1.1	4.9
NALP1 inh	13	-9	-18	14	-10	37	0	21
PfM18AAP inh	-7	-4	-2	-3	1	2	3	-7
MEKK2 WT-MEK5	101	98	105	107	94	93	103	104
FID counter	6	-2	-40	-13	1	-24	5	16
MEKK2 mut-MEK5	-1	-2	6	7	-6	-2	4	2
GPR7 antagonist	-11	16	8	-12	0	30*	3	11

(33) CC(CCN1CCN(c2ccccn2)CC1)c1ccccc1 (stereo unspecified)
(34) Cc1cc(C(=O)N/N=C2\CC(=O)CC(C)(C)C2)c(C)n1-c1ccc(F)cc1
(35) CS(=O)(=O)N(CC(=O)Nc1ccccc1Sc1ccccc1)c1cccc(Br)c1
(36) CCn1cc(C(=O)N2CC(C)CC(C)C2)c(=O)c2cc(S(=O)(=O)N(C)C)ccc21 (stereo unspecified)
(37) O=C(Nn1c(-c2ccncc2)nc2ccccc2c1=O)c1ccc(Br)cc1
(38) O=C(CCCN1C(=O)/C(=C/c2cccs2)SC1=S)Nc1cc([N+](=O)[O-])ccc1O
(39) CC1CCN(c2nc3c(c(=O)[nH]c(=O)n3C)n2CCSc2nc3ccccc3o2)CC1
(40) CC(c1cccs1)N(Cc1ccco1)C(=S)Nc1ccc(F)c(Cl)c1 (stereo unspecified)

assay / compound	33	34	35	36	37	38	39	40
PHOSPHO1 inh	52	18	-6	16	30	56	26	4
MEKK3 PB1 HTS	106	77	105	92	99	101	99	104
OXTR agonist	-2.2	-1.4	-0.2	-0.4	-1.6	5.1	·	2.2
NALP1 inh	21	23	31	14	-7	-14	32	2
PfM18AAP inh	3	21	-14	-5	1	0	5	3
MEKK2 WT-MEK5	119	84	100	89	96	103	99	109
FID counter	1	-24	-24	-24	-4	10	-1	2
MEKK2 mut-MEK5	13	-5	4	-6	-3	4	-3	3
GPR7 antagonist	-19	-4	-8	4	4	6	-2	-20

(41) O=S(=O)(Nc1ccc(O)c(Sc2nc3ccccc3s2)c1)c1ccc(Cl)cc1
(42) Cc1cc(C)c(CN2CCC(n3nccc3NC(=O)C3CCOC3)CC2)cc1C (stereo unspecified)
(43) O=C(N(Cc1ccccc1)c1ccccn1)C12CC3CC(CC(C3)C1)C2
(44) CCc1ccc(NC(=O)CSc2nc3[nH]ncc3c(=O)[nH]2)cc1
(45) Cc1noc(-c2ccccc2OC(=O)c2ccccc2)n1
(46) O=C(CSc1nnnn1-c1ccc2c(c1)OCCO2)c1cccc2c1OCCO2
(47) CCC(=O)c1cn(CC(=O)O)c2ccccc12
(48) CCc1ccccc1N(CC(=O)NCc1ccco1)C(=O)CCC(=O)Nc1ccccn1

assay / compound	41	42	43	44	45	46	47	48
PHOSPHO1 inh	23	23	13	-7	-28	15	24	26
MEKK3 PB1 HTS	·	106	88	103	89	110	93	99
OXTR agonist	4.5	0.9	-1.8	-0.4	-1.4	0.4	0.0	13
NALP1 inh	-2	8	11	13	-6	-1	1	12
PfM18AAP inh	-9	3	3	21	8	1	3	-5
MEKK2 WT-MEK5	·	118	84	102	88	109	93	97
FID counter	-10	2	-21	-1	-10	0	15	-32
MEKK2 mut-MEK5	·	9	-22	-1	-9	7	-6	0
GPR7 antagonist	-3	-12	2	-8	-13	0	-6	-21

Compound profiles (already shown). Order of values: PHOSPHO1 inh | MEKK3 PB1 HTS | OXTR agonist | NALP1 inh | PfM18AAP inh | MEKK2 WT-MEK5 | FID counter | MEKK2 mut-MEK5 | GPR7 antagonist
O=C(CSc1nnnn1-c1ccc2c(c1)OCCO2)c1cccc2c1OCCO2 as listed: 15 | 110 | 0.4 | -1 | 1 | 109 | 0 | 7 | 0
CCC(=O)c1cn(CC(=O)O)c2ccccc12 as listed: 24 | 93 | 0.0 | 1 | 3 | 93 | 15 | -6 | -6
O=S(=O)(Nc1ccc(O)c(Sc2nc3ccccc3s2)c1)c1ccc(Cl)cc1 as listed: 23 | · | 4.5 | -2 | -9 | · | -10 | · | -3

The list goes on:
(49) CCOc1cccc2cc(C(=O)N3CCc4ccccc4C3)c(=O)oc12
(50) CCS(=O)(=O)c1ccc(O)c(NC(=O)/C=C/c2ccc(Cl)cc2)c1
(51) Cn1c(=O)c2[nH]c(NCCCN3CCOCC3)nc2n(C)c1=O
(52) CCCC(=O)N1CC2(CCC)CN(C(=O)CCC)CC(CCC)(C1)C2=O
(53) COc1ccccc1N(CC(=O)NCc1ccccc1)C(=O)CCC(=O)Nc1cc(C)ccn1

assay / compound	49	50	51	52	53
PHOSPHO1 inh	-6	25	15	25	-4
MEKK3 PB1 HTS	110	84	102	98	120
OXTR agonist	-1.8	3.2	0.4	-0.3	0.0
NALP1 inh	12	·	11	30	17
PfM18AAP inh	4	-12	6	3	1
MEKK2 WT-MEK5	113	83	110	102	111
FID counter	-26	-15	-3	-17	-24
MEKK2 mut-MEK5	10	-7	5	-2	7
GPR7 antagonist	-10	7	4	-1	9

From PubChem BioAssay
